BCR signal inh = blocks chronic active B-cell receptor signaling; Potency, µM (top dose mostly 46.1 µM), without a hit: at the highest dose ratio change, negative = lower green/red ratio, actives largely listed as inhibitors; ABC-DLBCL IkBa-CBG/CBR reporter, luminescence ratio, 4 h; 340,000 tested, 0.05% active; AID 493014; active = well fitted inhibition curve with a large enough effect in the signal ratio, with a control signal flat, not every such curve was filed as active; inconclusive = small, poorly fitted or top-dose-only effect, or effect the other way, or a change in a side signal; the % refers to the signal ratio;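 also: potency is read from the fitted curve at half-maximal effect; plate controls were basal doxycycline-induced cells for no effect and cells given 10 µM MG132 for full effect; MG132 reads +100%, hits lower the ratio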
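TMD8 human ABC-DLBCL cells with doxycycline-inducible IκBα–green luciferase fusion and unfused red luciferase, in 0.5% FBS medium; compounds up to 46 uM, 4 h at 37C. Green/red luminescence ratio, filter-overlap corrected, fitted to concentration-response curves.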
TSG101-PTAP inh = blocks PTAP/TSG101 interaction to inhibit HIV-1 budding; 340,000 tested, under 10 active; AID 493005; Potency, µM (titrated, usually from 115 µM), without a hit: at the highest dose activity change, negative = inhibition, hits mostly inhibitors; Fluorescence polarization, FITC-PTAP peptide / Tsg101 binding; active = well fitted inhibition curve with a large enough effect in the main read-out, with a control signal flat, not every such curve was filed as active; inconclusive = small, poorly fitted or top-dose-only effect, or effect the other way, or a change in a side signal; inactive = no such curve, though single readings can be large or run the other way; also: potency is read from the fitted curve at half-maximal effect; % of control where 0% means no effect
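FP read-out: FITC-PTAP peptide, 50 nM final, binding Tsg101 binding domain, 10 uM final; 20 min, r.t.; 10 mM HEPES pH 7.5, 0.15 M NaCl, 0.01% Tween 20, 3 mM EDTA, 0.1 mM TCEP.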
TSHR antagonist = blocks TSH signaling through the human TSH receptor | TSHR-expressing cells, TSH-stimulated cAMP HTRF, 2 h; hits give low values | activity change, negative = inhibition, % at 11.5 µM | 330,000 tested, 0.2% active | AID 504810;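 active = activity change below a set negative limit, meaning inhibition stronger than a set level, cut at about -70% in these data; inconclusive = activity change between two set negative limits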; also: % is scaled to controls: 0 for no effect and ±100 for the full control effect
Target sequence (P16473 whole entry, looked up): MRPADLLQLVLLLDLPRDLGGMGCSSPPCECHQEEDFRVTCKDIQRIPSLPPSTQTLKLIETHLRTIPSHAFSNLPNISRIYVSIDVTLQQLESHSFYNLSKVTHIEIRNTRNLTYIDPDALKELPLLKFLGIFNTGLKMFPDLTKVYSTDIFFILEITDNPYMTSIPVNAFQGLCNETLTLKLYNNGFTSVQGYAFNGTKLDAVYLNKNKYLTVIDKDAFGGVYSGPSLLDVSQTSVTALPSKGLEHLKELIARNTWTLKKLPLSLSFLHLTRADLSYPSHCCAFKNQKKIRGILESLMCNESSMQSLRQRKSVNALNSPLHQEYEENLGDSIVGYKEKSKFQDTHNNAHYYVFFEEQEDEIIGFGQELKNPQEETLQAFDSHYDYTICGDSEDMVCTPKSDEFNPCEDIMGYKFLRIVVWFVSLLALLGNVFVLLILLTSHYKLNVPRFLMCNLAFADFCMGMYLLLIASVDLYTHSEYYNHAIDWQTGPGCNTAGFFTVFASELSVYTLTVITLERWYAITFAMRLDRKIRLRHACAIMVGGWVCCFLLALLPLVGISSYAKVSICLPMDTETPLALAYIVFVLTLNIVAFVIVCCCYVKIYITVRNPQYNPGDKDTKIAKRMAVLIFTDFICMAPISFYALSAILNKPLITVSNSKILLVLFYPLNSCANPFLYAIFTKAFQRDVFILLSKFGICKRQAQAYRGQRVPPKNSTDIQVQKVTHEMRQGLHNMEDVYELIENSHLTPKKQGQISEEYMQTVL
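Read-out is FRET at 665 nm (cryptate excitation 337 nm) from a cryptate-tagged anti-cAMP antibody, competed by cell cAMP against cAMP-d2. Compounds are tested on freshly harvested TSHR cells challenged with 4nM TSH (EC80) for 2 hours at 37 deg C.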
uPA generation = cell surface uPA generation inhibition. cell surface uPA generation assay, qHTS. Potency, µM (top dose mostly 38.3 µM), without a hit: at the top dose activity change, negative = inhibition, usual class: inhibitors. 330,000 tested, 0.31% active. AID 540303; active = well fitted inhibition curve with a large enough effect; inconclusive = small, poorly fitted or top-dose-only effect; inactive = no such curve, though single readings can be large or run the other way; tested in mouse RAW 264.7 cells; also: potency is read from the fitted curve at half-maximal effect; % is scaled to controls: 0 for no effect and ±100 for the full control effect; nearly all actives have a fitted effect of over 55% in size
Mito fusion yeast = mitochondrial division inhibition or fusion activation. 320,000 tested, 0.23% active. Potency, µM (titrated, usually from 46.1 µM), without a hit: at the highest dose growth rescue (activation), usual class: activators. S. cerevisiae fusion-defective mutant growth rescue, CellTiterGlo 48 h;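 also: potency is read from the fitted curve at half-maximal effect; % of control where 0% means no effect; nearly all actives have a fitted effect of over 45% in size; temperature-sensitive fusion mutants such as fzo1-1 at 37 °C on non-fermentable ethanol glycerol medium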
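Yeast fusion mutant, YPEG (non-fermentable carbon), compound, 48 h at 37C non-permissive; CellTiterGlo added, 10 min RT, luminescence read. Rescued growth = division inhibition.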
Tb PFK inh = inhibitors of T. brucei phosphofructokinase; O15648; T. brucei PFK, ADP-Glo luminescence; Potency, µM (highest dose often 57.5 µM), inactives show top-dose activity, negative = inhibition, actives largely listed as inhibitors; 330,000 tested, 0.17% active;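 also: potency is read from the fitted curve at half-maximal effect; 0% = uninhibited 1x PFK enzyme wells and -100% = no-enzyme wells; nearly all actives have a fitted effect of over 60% in size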
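1.25 nM PFK with 0.5 mM F6P and 0.1 mM ATP in 0.1 M TEA pH 8.0, 5 mM MgCl2, incubated 45 min at room temperature; ADP measured by ADP-Glo luminescence; compounds titrated up to 57 uM.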
USP2a inh = inhibitors of human ubiquitin-specific protease USP2a; USP2 core, Ub-CHOP2 coupled fluorogenic reporter, 485/531; 330,000 tested, 0.01% active; Potency, µM (titrated, usually from 38.3 µM), for inactives: top-dose activity change, negative = inhibition, hits mostly inhibitors; O75604;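 also: potency is read from the fitted curve at half-maximal effect; plate controls were DMSO wells for no effect and full inhibition by NEM control for full effect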
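USP2 core (10nM final) preincubated 30min RT with compound in 20mM Tris-HCl pH 8.0, 2mM CaCl2, 2mM beta-mercaptoethanol, 0.05% CHAPS; 25nM Ub-CHOP2 plus 25nM reporter substrate added, fluorescence (Ex485/Em531) read after 60min.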
ELG1 repair inh = inhibitors of ELG1-dependent DNA repair in HEK293T cells | HEK293T ELG1-luciferase reporter, luminescence, 16 h; DNA damage induced by 5-fluorouridine | Potency, µM (titrated, usually from 46.1 µM), for the others: at the highest dose activity change, negative = inhibition, most hits filed as inhibitors | 330,000 tested, 2.3% active | AID 504467; also: potency is read from the fitted curve at half-maximal effect; % is scaled to controls: 0 for no effect and ±100 for the full control effect; nearly all actives have a fitted effect of over 55% in size
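Quantitative HTS, concentration-response format. 2,000 cells/well co-treated with 5-fluorouridine and compound, 16 hr in 5% CO2 at 37 °C; ONE-Glo luminescence read after 30 min.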
Eya2 inh = blocks the phosphatase activity of human Eya2; recombinant Eya2, OMFP fluorescence dephosphorylation (OMFP is methylfluorescein phosphate); 330,000 tested, 0.006% active; Potency, µM (series often up to 76.9 µM), for inactives: at the highest dose activity, negative = inhibition, hits mostly inhibitors; AID 488837; O00167; also: potency is read from the fitted curve at half-maximal effect; % is scaled to controls: 0 for no effect and ±100 for the full control effect
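Eya2 (0.2 uM) preincubated 10 min at ambient with compound, then OMFP substrate added at 50 uM; 10 min reaction in 50 mM HEPES pH 7.5, 50 mM NaCl, 5 uM MgCl2, 0.05% BSA, 1 mM DTT. Fluorescence read at Ex 485/Em 525 nm.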
TCR act = T cell receptor activation; Potency, µM (doses to about 9.22 µM), for inactives: at the top dose activation of IL-2 secretion, actives largely listed as activators; 330,000 tested, under 10 active; primary human leukocytes, anti-CD3, IL-2 HTRF, 48 h; also: % of control where 0% means no effect
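48 hr co-incubation of compounds, a-CD3 beads and primary human leukocytes; IL-2 quantified homogeneously by HTRF with anti-IL-2 K and d2 conjugates.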
B2AR arrestin = recruits beta-arrestin to the human beta2-adrenergic receptor. AID 492947. beta-arrestin recruitment to beta2AR, cell-based reporter. P07550. 330,000 tested, 0.02% active. Potency, µM (highest dose often 46.1 µM), inactives show top-dose activation, usual class: activators;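 also: potency is read from the fitted curve at half-maximal effect; 0% = DMSO controls and full agonism = EC100 isoproterenol or metaproterenol; nearly all actives have a fitted effect of over 65% in size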
* hit, by the source's call; ? = inconclusive; . = not tested or not shown; [ ] = another dose, or the depositor's remark. Unless noted, calls follow the shape of the dose curve; as a rule, active = well fitted curve in the direction sought with a large enough effect; inconclusive = small, poorly fitted or top-dose-only effect, or another doubt; inactive = no such curve, though single readings can be large; an effect the other way counts as inactive or inconclusive.

SMILES	BCR signal inh	TSG101-PTAP inh	TSHR antagonist	uPA generation	Mito fusion yeast	Tb PFK inh	USP2a inh	ELG1 repair inh	Eya2 inh	TCR act	B2AR arrestin
COc1ccc(CC(CC(=O)O)C(=O)Nc2ccccc2)cc1 (configuration not stated)	?	-4%	19	0%	-1%	2%	-6%	12%	3%	-1%	-1.0%
NC(=O)c1cc(-c2csc(NCCc3ccccc3)n2)ccc1O	15%	-1%	-6	2%	-6%	-1%	2%	1%	-23%	3%	-1.1%
O=C(Nc1ccc(F)c(Cl)c1)C1CC(=O)n2c(nc3ccccc32)N1 (configuration not stated)	-1%	3%	8	0%	-1%	1%	4%	-4%	2%	-26%	0.1%
COc1ccc2c(c1)c1nnc(SCC(=O)Nc3ccccc3F)nc1n2C	1%	-1%	-4	32%[activator]	-2%	-2%	2%	1%	-14%	-1%	0.2%
COCCCn1c(SCC(=O)Nc2sc3c(c2C#N)CCCC3)nnc1-c1ccncc1	1%	0%	6	2%	-2%	1%	1%	-11%	3%	7%[46.1 µM]	0.0%
Cc1ccc(OCC(=O)Oc2ccc(C(C)C)cc2)cc1	?	0%	21	5%	-2%	-4%	1%	1%	-2%	.	-0.4%
CC(C)CCN(C(=O)c1ccccn1)c1c(N)n(Cc2ccccc2)c(=O)[nH]c1=O	2%	0%	0	3%	.	3%	0%	-1%	-33%	-5%	-0.1%
COC(=O)N1CCN(c2ccc(OC)cc2)CC1	4%	-2%	18	.	5%	-3%	0%	?	6%	5%	-0.3%
COC(=O)c1cccc(NC(=O)c2ccc3c(c2)C(=O)N(C(C)(C)C)C3=O)c1	1%	-3%	-6	-7%	4%	-1%	-1%	0%	-1%	-4%	-0.9%
COc1ccccc1Cn1c(C)nc2ccccc21	11%	-6%	-15	-4%	-5%	1%	1%	?	4%	1%	0.6%
COc1cc(/C=C(/NC(=O)c2ccccc2)C(=O)N2CCOCC2)c([N+](=O)[O-])cc1OC	-5%	.	-1	-2%	3%	1%	-3%	19%	8%	3%	-0.1%
CCC(=O)/C(=C(/O)c1ccccc1)c1nc2ccccc2[nH]1	0%	-1%	-3	-3%	4%	0%	0%	?	0%	.	-0.1%
CCN(CC)c1ccc(NC(=O)C2CC(=O)N(Cc3ccccc3)C2)cc1 (configuration not stated)	-9%	-1%	6	3%	-2%	-15%	-1%	3%	-8%	2%	0.0%
CCC(SCC(=O)OC)C(=O)Nc1nnc(C(C)C)s1 (configuration not stated)	7%	-5%	7	8%	1%	-2%	5%	1%	35%	5%	-0.1%
Cc1ccc(CCN2CC(C(=O)O)CC2=O)cc1 (configuration not stated)	?	-5%	-9	-5%	-3%	-1%	0%	-1%	2%	2%	0.5%
O=C1NC2(CCc3ccccc3C2)C(=O)N1CCOc1cccc(Cl)c1 (configuration not stated)	-7%	1%	0	-7%	15%	0%	-1%	9%	-1%	1%[46.1 µM]	-0.8%
Cn1cccc1CC(=O)N/N=C/C(Cl)=C/c1ccccc1	-10%	2%	2	-4%	0%	-8%	2%	?	3%	1%[46.1 µM]	0.1%
CCc1ccc(N=Nc2ccc(O)c3[nH]cnc23)cc1	?	-6%	-27	?	11%	2%	-2%	?	-14%	3%	0.1%
COc1cc2c(cc1OC)C(C(=O)NCc1ccco1)C1c3ccccc3CCN1C2=O (configuration not stated)	2%	-3%	1	-8%	0%	-4%	-1%	-16%	11%	-2%	0.1%
CCC(=O)Nc1ccc(C(=O)c2ccccc2)cc1	?	-2%	-6	-1%	2%	4%	0%	20%	-16%	2%	-0.2%
CC(C)CCC(=O)N1CCOC1=O	10%	1%	5	16%	-1%	0%	-1%	12%	-5%	4%	-0.8%
Cc1cc(C)nc(NN=C2CCCC2)n1	?	0%	-1	5%	-1%	0%	-3%	?	-9%	-1%[46.1 µM]	0.2%
CCC(C(=O)Nc1ccc([N+](=O)[O-])cn1)c1ccccc1 (configuration not stated)	13%	-3%	-9	1%	13%	-3%	4%	-14%	10%	-24%	0.3%
CC(C)(CO)NCC#Cc1ccccc1	3%	-6%	2	11%	-2%	0%	3%	-5%	-6%	2%	-0.2%
CCN(CC)c1ncnc2sc(C(=O)N3CCN(c4ccccc4)CC3)c(C)c12	-4%	-5%	-5	-3%	6%	9%	1%	?	-16%	1%	0.2%
CCOc1ccc(C(=O)NCC(=O)OCc2c(F)cccc2Cl)cc1	1%	0%	-3	2%	-4%	0%	-1%	1%	-7%	1%[46.1 µM]	0.0%
Cc1cc(NC(=O)CSc2nnc(-c3c[nH]c4ccccc34)n2-c2ccc(Cl)cc2)no1	?	-1%	0	.	5%	-2%	3%	4%	-18%	0%	-0.1%
COc1ccc(CCNC(=O)COC(=O)/C=C/c2ccc(OC)cc2OC)cc1	-13%	0%	29	6%	.	-3%	0%	?	-18%	0%[46.1 µM]	0.1%
CC(Sc1nnc(-c2ccc(Cl)cc2)n1N)C(=O)NCC1CCCO1 (configuration not stated)	-2%	-1%	-5	6%	3%	-2%	-3%	10%	-19%	-1%	-0.4%
COCCN1C=C(C(=O)OC)C(c2ccccc2Cl)C(C(=O)OC)=C1	3%	-1%	-10	-1%	-4%	-1%	1%	3%	-7%	.	-0.3%
CCOc1cc(C2C(C#N)=C(N)Oc3n[nH]c(C)c32)ccc1OCCN1CCOCC1 (configuration not stated)	-16%	2%	9	-5%	-3%	16%	1%	28%	0%	-4%	0.0%
CCCCCC(=O)N1CCN(S(=O)(=O)c2ccc3c(c2)OCCO3)CC1	-2%	-5%	-5	-1%	4%	-3%	1%	-1%	36%	-17%	-0.2%
CC1(CC(=O)N/N=C/c2ccc(-c3cccc(C(F)(F)F)c3)o2)OCCO1	0%	0%	4	-2%	-8%	3%	1%	-26%	0%	1%[46.1 µM]	-0.2%
CC(C)(C)n1nnnc1C(c1cccc(C#N)c1)N1CCC(Cc2ccccc2)CC1 (configuration not stated)	3%	-7%	1	1%	?	-3%	0%	-16%	13%	.	0.1%
COc1ccc(CCNC(=O)CSc2nc(N)cc(=O)[nH]2)cc1OC	10%	-7%	0	1%	-2%	6%	-1%	-3%	-7%	-6%	0.3%
COc1ccc(NC(=S)NNC(=O)OC(C)(C)C)cc1OC	-18%	-4%	-8	.	-3%	4%	0%	-6%	3%	-1%	-0.2%
CCOc1ccc(N(CC(=O)NCCOc2ccccc2OC)S(=O)(=O)c2ccccc2)cc1	?	-3%	-36	7%	-4%	8%	-4%	?	-9%	10%	-0.4%
CCn1c(CNC(=O)c2ccccc2F)nnc1SCC(=O)NC1CCCCC1	-9%	-2%	3	3%	0%	-6%	2%	4%	0%	-5%	0.0%
CN(C)CCCN(C(=O)c1ccc(S(=O)(=O)N2CCCCCC2)cc1)c1nc2cc3c(cc2s1)OCCO3	?	0%	5	-3%	-14%	-2%	-2%	?	6%	5%	0.1%
Cc1cc2[nH]c(=O)c(=O)[nH]c2cc1S(=O)(=O)NCc1ccc(Cl)cc1	-16%	1%	-1	10%	-1%	2%	0%	-1%	3%	-2%	-1.0%
Nc1nnc(CC(=O)N/N=C/c2ccccc2OCc2ccc(F)cc2)s1	?	-7%	0	-2%	-1%	1%	4%	-2%	?	6%	0.0%
O=[N+]([O-])c1cccc(/C(=N/N=C/c2ccccc2Br)C23CN4CN(CN(C4)C2)C3)c1	-1%	-2%	14	4%	-8%	3%	3%	0%	-4%	7%	-1.0%
C#Cc1ccc(CN2CCC(Oc3cc(C(=O)NC4CC4)ccc3OC)CC2)cc1	1%	-1%	-2	-8%	5%	-2%	4%	?	14%	1%	0.1%
COc1ccccc1NC(=O)CN(Cc1ccco1)C(=O)c1cncc(Br)c1	?	0%	0	-5%	6%	21%	0%	-12%	-5%	8%	0.5%
C=CCNc1ncnc2c1[nH]c1ccc(C)cc12	?	-1%	-9	?	-10%	1%	0%	?	-21%	-90%	-0.4%
